CatB block: human cathepsin B inhibition; inhibition, %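 (tested at 10 µM)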; AID 453; purified cathepsin B, fluorogenic substrate, fluorescence; 0.1% of 63,000 active; P07858; in the data active = inhibition above about 21%;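 note: 0% = enzyme with no compound and 100% = no enzyme blank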
CatS block: human cathepsin S inhibition; recombinant cathepsin S, AMC dipeptide fluorescence, pooled mixtures; inhibition, %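 (tested at 5 µM per compound within 10-compound mixtures)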; 0.06% of 62,000 active; AID 501; in the data active = inhibition above about 32%, passing the limit was not always enough; inconclusive = no clear call, values can overlap the other calls;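 note: 0% = enzyme without compound and 100% = blank without enzyme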
Cathepsin G inh: blocks human cathepsin G enzyme activity | P08311 | purified enzyme, AMC-tetrapeptide fluorescence, pooled mixtures | inhibition, % at 5 µM (by protocol) | 0.2% of 62,000 active | AID 581;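 active = inhibition above 20% in each of the two mixture wells holding the compound; inactive = inhibition of 20% or less in either well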;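 note: 0% = enzyme control without mixture and 100% = blank lacking enzyme; strong numbers were not always called active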
Target sequence (P08311 21-244 limits assumed): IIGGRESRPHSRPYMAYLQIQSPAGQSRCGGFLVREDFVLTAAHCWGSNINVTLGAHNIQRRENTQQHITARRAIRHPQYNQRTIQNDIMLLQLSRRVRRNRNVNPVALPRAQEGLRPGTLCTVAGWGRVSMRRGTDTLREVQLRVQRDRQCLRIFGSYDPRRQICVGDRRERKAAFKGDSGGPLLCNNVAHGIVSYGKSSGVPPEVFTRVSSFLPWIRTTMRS
Ec RNAP inh: Escherichia coli RNA polymerase inhibition; P0A8V2; E. coli RNA polymerase, fluorescence transcription assay; inhibition, %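 (tested at 10 µM)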; 0.2% of 62,000 active; in the data active = inhibition above about 20%;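 note: 0% = enzyme without compound and 100% = no enzyme blank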
AP ELISA ortho: orthogonal test for alternative complement pathway inhibitors; Human serum alternative complement pathway, LPS-coated ELISA, C3 deposition; tested in compound mixtures; 0.08% of 62,000 active; inhibition, % at 5 µM;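 active = inhibition above 30% in each of the two pooled mixtures holding the compound, so the lower value exceeds 30%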;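 note: 0% = serum in Mg-EGTA without compound and 100% = EDTA serum blank; some compounds past the cut are filed as inactive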
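Assay system: human serum alternative complement pathway, C3 deposition on LPS-coated wells; Dosing: 5 µM per compound in ten-compound mixtures; Detection: Anti-C3 ELISA, OD 450 nm; Buffer or medium: Mg2+-EGTA GVB++ buffer containing human serum at 1:15 dilution; Timing: 1 h at 37 °C; Replication: two different pools per compound.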
FXIa inh mix: blocks human factor XIa in pooled compound mixtures; P03951; purified FXIa, fluorogenic substrate; inhibition, % at 5 µM; 0.19% of 62,000 active; in the data active = inhibition above about 20%, passing the limit was not always enough;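 note: each value is inhibition by a whole ten-compound pool holding the compound; 0% = enzyme with no mixture and 100% = wells lacking enzyme; strong numbers were not always called active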
CatL inh: inhibitors of human cathepsin L | P07711 | purified cathepsin L, fluorogenic substrate, fluorescence | inhibition, %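 (tested at 10 µM)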 | 0.17% of 58,000 active | AID 460; in the data active = inhibition above about 45%;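 note: 0% = enzyme with no compound and 100% = no enzyme blank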
CatB mixtures: inhibitors of human cathepsin B in compound mixtures; Purified cathepsin B, AMC dipeptide fluorescence; inhibition, %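 (ten-compound pools at 5 µM per compound and 50 µM total)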; 0.06% of 62,000 active; in the data active = inhibition above about 22%, passing the limit was not always enough; inconclusive = no clear call, values can overlap the other calls;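 note: 0% = enzyme without compound and 100% = no enzyme blank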
C1s inh: blocks human complement C1s protease activity. P09871. purified C1s, fluorogenic AMC substrate, pooled mixtures. mean inhibition % of two 10-compound mixtures (active compounds read high), % at 5 µM (by protocol). 0.16% of 62,000 active;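 active = inhibition above 20% in each of the two 10-compound mixture wells holding the compound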;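 note: 0% = enzyme wells lacking compound mixture and 100% = no-enzyme blank wells; some compounds called inactive have numbers as strong as hits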
Target sequence (P09871 16-437 limits assumed): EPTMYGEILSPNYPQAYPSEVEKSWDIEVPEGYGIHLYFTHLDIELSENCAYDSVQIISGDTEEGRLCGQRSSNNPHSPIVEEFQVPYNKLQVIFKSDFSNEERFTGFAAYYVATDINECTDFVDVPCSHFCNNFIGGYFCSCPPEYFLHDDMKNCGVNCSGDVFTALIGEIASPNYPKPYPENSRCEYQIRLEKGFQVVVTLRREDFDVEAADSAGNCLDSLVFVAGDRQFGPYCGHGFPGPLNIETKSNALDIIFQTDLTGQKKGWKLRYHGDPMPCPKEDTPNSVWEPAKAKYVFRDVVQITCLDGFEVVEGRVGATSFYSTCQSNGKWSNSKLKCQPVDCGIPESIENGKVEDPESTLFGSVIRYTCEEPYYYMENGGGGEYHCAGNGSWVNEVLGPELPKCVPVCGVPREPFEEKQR
Target sequence (P09871 438-688 limits assumed): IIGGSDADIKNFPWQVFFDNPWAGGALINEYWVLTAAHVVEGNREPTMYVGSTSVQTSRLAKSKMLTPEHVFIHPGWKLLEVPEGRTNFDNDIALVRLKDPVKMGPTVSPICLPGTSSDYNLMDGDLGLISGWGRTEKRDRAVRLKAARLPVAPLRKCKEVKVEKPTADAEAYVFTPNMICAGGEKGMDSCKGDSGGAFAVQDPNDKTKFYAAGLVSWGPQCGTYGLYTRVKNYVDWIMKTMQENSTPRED
Active calls of the source: *; ? = inconclusive; · = not tested or not shown. These rows are one share of the data; rates above refer to the full screens.

SMILES	CatB block	CatS block	Cathepsin G inh	Ec RNAP inh	AP ELISA ortho	FXIa inh mix	CatL inh	CatB mixtures	C1s inh
COC(=O)c1[nH]c2ccccc2c1NS(=O)(=O)c1ccc(F)c(C)c1	0	-5	6	8	6	6	3	1	11
CC1(C)OC(=O)C(=C2CCCN2)C(=O)O1	11	8	0	4	-10	-6	4	-1	-36
CC1(C)CC(N(Cc2cccs2)C(=O)c2ccco2)CCO1 (centres undefined)	5	38	-7	6	-4	6	·	-3	-10
O=C(CCN1C(=O)COc2ccccc21)NCCCN1CCN(c2ccc(F)cc2)CC1	-5	-6	-4	1	17	5	5	3	-82
O=C(NCCNC(=O)c1ccco1)c1cccc(F)c1	4	-9	7	2	23	7	-14	3	16
COc1ccc(OCC(=O)c2c(O)c3ccccc3oc2=O)cc1	-8	20	3	-2	24	5	6	-1	-6
CCCc1nnc(NC(=O)c2c(O)c3c([nH]c2=O)CCCC3)s1	-1	-3	8	5	14	7	-1	3	13
COc1ccccc1-c1noc(CCC(=O)Nc2ccccc2Cl)n1	2	6	-6	6	-2	4	6	-1	-4
O=C(O)c1ccc(-c2ccco2)n1Cc1ccccc1	1	-18	-14	4	5	-15	0	-7	-173
COc1ccccc1NC(=O)C1=C(C)NC2=C(C(=O)CCC2)C1c1ccc(C)o1 (centres undefined)	6	-2	5	9	0	4	15	0	-16
CCOC(=O)C1C(c2cccc(Cl)c2Cl)NC(=O)NC1(O)C(F)(F)F (centres undefined)	6	10	6	2	3	-1	·	1	1
Cc1nn(Cc2ccc(Cl)c(Cl)c2)c(C)c1NC(=O)c1cc(C2CC2)on1	3	-3	-8	-4	14	3	·	0	-31
CCOC(=O)c1cnc(SCC(=O)Nc2ccc(NC(C)=O)c(OC)c2)nc1N	0	5	7	9	3	1	16	-2	3
CC1(C)CC(=O)C2=C(C1)Nc1ccccc1NC2c1ccc2c(c1)OCO2 (centres undefined)	8	10	9	3	1	1	16	-1	15
Cc1ccc(NC(=O)COC(=O)C2=COCCO2)cc1	-2	8	-7	6	4	-5	·	1	-43
COc1ccc(-n2c(SCC(=O)Nc3ccc4c(c3)OCO4)nc3ccccc3c2=O)cc1	-2	10	-1	-2	9	3	1	-1	0
CCOc1ccc(NC(=O)N(CCN2CCOCC2)Cc2ccc3c(c2)CCCN3CC)cc1	3	0	11	7	29	4	5	6	14
O=S(=O)(c1ccccc1F)N(Cc1ccco1)Cc1nnc(-c2ccccc2Br)o1	-2	-13	-2	-3	27	5	47*	-3	0
COCCN1Cc2c(sc(C)c2C)N(C(=O)c2ccccc2)C1	6	-1	6	-3	8	2	-4	1	-2
Cc1ccc(-c2nsc3c(N4CCN(C(=O)c5ccco5)CC4)ncnc23)cc1	6	-1	-10	-2	-19	9	12	2	-9
CCc1nnc(NC(=O)CSc2nnc(COc3ccc(C)cc3)n2-c2ccccc2)s1	1	-2	-2	6	-1	2	-3	3	2
C(=N\n1cnnc1)/c1ccc(OCc2ccccc2)cc1	4	-2	8	6	14	5	0	1	10
COc1ccc(N2CCN(Cc3nc4c(c(=O)n(C)c(=O)n4C)n3CCc3ccccc3)CC2)cc1	2	3	0	6	6	-1	17	0	-18
O=C(CC12CC3CC(CC(C3)C1)C2)NCC(=O)N1CCCC1	-1	-6	0	7	14	23	·	4	-35
COc1ccccc1C(=O)N(Cc1cccs1)C1CCS(=O)(=O)C1 (centres undefined)	1	21	1	10	1	9	15	16	7
Next part:
SMILES	CatB block	CatS block	Cathepsin G inh	Ec RNAP inh	AP ELISA ortho	FXIa inh mix	CatL inh	CatB mixtures	C1s inh
N#CC1=C(N)Oc2c(sc3ccccc23)C1c1ccco1 (centres undefined)	5	?	12	9	8	8	14	15	3
Nc1ncnc2c1CCC2	-1	8	-5	0	-18	2	-1	-2	-2
CCOC(=O)C1CCCN(S(=O)(=O)Cc2ccccc2)C1 (centres undefined)	2	-5	-13	-7	-14	2	-2	0	-16
CC(C)(C)NC(=O)COc1ccc(CNn2nnnc2N)cc1	5	11	9	2	3	-6	8	1	-8
Cc1ccc(-c2nnn(CC(=O)Nc3ccccc3-c3ccccc3)n2)c(-n2cnnn2)c1	0	-8	0	1	-9	-18	4	-5	-60
CCOC(=O)C1=C(C)N=c2s/c(=C\c3cccn3C)c(=O)n2C1c1cccc(OC)c1OC (centres undefined)	2	3	10	10	5	3	2	-11	-13
Oc1ccccc1-c1nnc(COc2ccccc2)o1	6	12	-8	1	2	6	10	6	-75
C#CC(CC)(CC)NC(=O)c1c(C)noc1C	2	7	9	7	8	3	14	7	17
COC(=O)c1cc2sccc2n1CC(=O)Nc1ccc(OC)c(OC)c1OC	-3	0	-3	4	7	0	-9	2	-22
CCN1C(=O)C(O)(CC(=O)c2ccc3c(c2)OCCO3)c2ccccc21 (centres undefined)	4	-2	7	8	6	5	4	2	15
CSc1nnc(-c2ccccc2)n1N	6	-6	5	-1	18	-1	-5	2	6
CCOC(=O)/C(C#N)=C(\N)C(C)C(=O)Nc1ccccn1 (centres undefined)	1	-4	-6	3	-5	-2	7	0	-28
CCc1ccccc1N(CC(=O)OC)S(C)(=O)=O	1	0	11	9	8	4	-6	6	9
c1ccc2c(c1)oc1c(N3CCN(Cc4ccc5c(c4)OCO5)CC3)ncnc12	1	-1	11	8	4	7	7	1	9
O=c1c2ccccc2sn1-c1cc(S(=O)(=O)N2CCOCC2)ccc1N1CCOCC1	7	12	8	8	1	1	21	2	12
COCCCNC(=O)c1ccc(N2CCCC2)c(NS(=O)(=O)c2ccc(C)cc2)c1	3	3	12	7	5	0	8	4	-6
N#CCCCSc1nnc(CSc2nc3ccccc3s2)n1-c1ccccc1	0	-1	2	-8	14	8	-6	-1	0
Cc1nonc1NC(=O)CSc1ccc(-c2ccccc2)nn1	3	13	10	5	5	5	16	8	14
CN=C1SC(CC(=O)Nc2cc(Cl)ccc2Cl)C(=O)N1C (centres undefined)	0	-6	5	-2	17	-3	3	-3	2
O=C(CSc1nc(O)c(Cc2ccccc2)c(=O)[nH]1)Nc1ccccc1	-3	3	-4	11	3	5	1	9	-3
CCOC(=O)C1CCN(C(c2cc3ccc(C)cc3[nH]c2=O)c2nnnn2C2CCCCC2)CC1 (centres undefined)	2	-2	9	8	0	8	8	2	13
C/C(N)=C(/C#N)C(=O)CSc1n[nH]c(-c2ccccc2Br)n1	2	-8	8	0	19	10	-7	4	16
COc1ccc(N(CC(=O)N2c3ccccc3CC2C)S(=O)(=O)c2c(C)noc2C)cc1 (centres undefined)	1	-7	0	9	12	1	-5	6	-28
O=C(CCn1cnc2ccccc2c1=O)Nc1cccc(Cl)c1	2	0	2	·	-2	9	2	0	1
Cc1cc(C)c(NC(=O)CS(=O)CC(=O)NCC2CCCO2)c(C)c1 (centres undefined)	0	-4	-2	-6	17	8	·	-2	-8

One compound at a time (already shown). Order of screens: CatB block | CatS block | Cathepsin G inh | Ec RNAP inh | AP ELISA ortho | FXIa inh mix | CatL inh | CatB mixtures | C1s inh
C#CC(CC)(CC)NC(=O)c1c(C)noc1C in the list: 2 | 7 | 9 | 7 | 8 | 3 | 14 | 7 | 17
C/C(N)=C(/C#N)C(=O)CSc1n[nH]c(-c2ccccc2Br)n1 in the list: 2 | -8 | 8 | 0 | 19 | 10 | -7 | 4 | 16
CCc1ccccc1N(CC(=O)OC)S(C)(=O)=O in the list: 1 | 0 | 11 | 9 | 8 | 4 | -6 | 6 | 9
N#CCCCSc1nnc(CSc2nc3ccccc3s2)n1-c1ccccc1 in the list: 0 | -1 | 2 | -8 | 14 | 8 | -6 | -1 | 0

More entries follow.
SMILES	CatB block	CatS block	Cathepsin G inh	Ec RNAP inh	AP ELISA ortho	FXIa inh mix	CatL inh	CatB mixtures	C1s inh
CSc1nnc(-c2ccccc2Cl)n1N	-1	-2	-6	5	14	1	-2	3	-12
CCOC(=O)c1sc(NC(=O)CSc2ncn(-c3ccccc3)n2)nc1C	-1	12	4	8	1	4	14	6	11
CCOC(=O)Nc1ccc2c(c1)Nc1ccccc1S2	3	6	10	9	13	6	7	6	10
CCOc1ccc(/C(O)=C2/C(=O)C(=O)N(CCOCCO)C2c2ccc(F)cc2)cc1 (centres undefined)	3	0	7	11	26	3	-2	4	9
CCN(CC)S(=O)(=O)c1ccc(C(=O)NCCc2cc3c(OC)ccc(OC)c3[nH]c2=O)cc1	-3	2	4	9	-1	-3	21	-2	0
COc1ccc(Cn2c(CCC(=O)N3CCN(c4ccccn4)CC3)nc3ncccc3c2=O)cc1	-2	1	-7	5	14	-30	9	3	-55
CCN1CCN(c2ccc(NC(=O)COc3ccccc3Cl)cc2)CC1	6	-2	5	-1	15	-2	-8	1	5
CCCCn1c(SCC(=O)Nc2cccc(C)n2)nnc1-c1ccco1	1	-25	-24	·	11	-40	24	-15	-214
C/C(=C\C(=O)Nc1cc(C)on1)c1ccccc1	1	-8	-6	10	9	0	8	3	-30
COc1ccccc1-n1c(SCC(=O)NC2CCCCC2)nc2c(c1=O)SCC2	-5	2	2	4	19	0	·	0	3
CCC(=O)c1cc2c(C)cc(=O)oc2c(C)c1O	-4	3	-1	4	27	9	3	8	3
O=C1c2ccccc2OCOc2ccccc21	4	0	7	11	9	8	1	1	7
O=C(N1CCCC1)n1c(Cc2ccccc2)nc2ccccc21	-3	12	-2	5	3	6	7	3	-3
CC(C)(C)C(=O)Cn1c(=O)n(CC2CCCO2)c(=O)c2ccccc21 (centres undefined)	3	10	8	4	6	5	5	6	4
CC(=O)NCc1cccc(CNC(C)=O)n1	2	-7	2	10	7	-2	10	3	-2
CCCC(=O)Nc1ccc(C(=O)N2CCCC2)cc1	1	-1	11	8	16	3	3	5	13
Cc1cc(C)n(C(=O)CCC(=O)NCc2ccccc2)n1	5	3	2	2	4	-4	16	1	-17
O=S(=O)(NCC1CCN(S(=O)(=O)c2ccccc2)CC1)c1ccccc1	4	-2	10	0	11	7	-8	0	15
Cc1ccc(NC(=O)N2CCCN(Cc3ccc(F)cc3)C2)cc1C	-1	2	-11	-7	-1	-2	0	-2	-21
COc1ccc(S(=O)(=O)NCC(c2cccnc2)N2CCN(c3ccccc3)CC2)cc1C (centres undefined)	4	16	9	5	4	3	9	6	14
O=C(c1cccc(S(=O)(=O)N2CCCC2)c1)N1CCN(c2ccccc2)CC1	0	-3	-5	-8	-6	7	0	-2	-5
Cc1c(C(=O)NCc2ccc3c(c2)OCO3)sc2nc(-c3ccc(F)cc3)cn12	4	1	9	6	15	1	·	3	3
CC(C)c1ccc(NS(=O)(=O)c2ccc3[nH]cc(C(=O)N4CCC(C(N)=O)CC4)c(=O)c3c2)cc1	3	-6	-13	-3	-1	0	1	-1	-35
O=C(CN1C(=O)c2ccccc2C1=O)NCC1CCCO1 (centres undefined)	4	27	7	1	18	2	-2	40	-78
Cn1c(=O)c2c(nc(SCCOc3ccc4ccc(=O)oc4c3)n2C)n(C)c1=O	2	3	-1	5	20	3	11	9	5
(continued)
SMILES	CatB block	CatS block	Cathepsin G inh	Ec RNAP inh	AP ELISA ortho	FXIa inh mix	CatL inh	CatB mixtures	C1s inh
O=C(NCCCN1CCN(c2ccccc2F)CC1)C1CCC(=O)N1C1CCCC1 (centres undefined)	-3	10	-1	5	1	10	8	4	0
CCOc1ccc2nc(COC(=O)c3ccco3)c(C(C)=O)[n+]([O-])c2c1	10	10	-7	·	5	2	-1	31	-19
COC(=O)c1ccc(CSc2ncnc3sc(C)c(C)c23)o1	-1	1	8	4	-1	7	1	6	7
CC(=O)N1CCc2cc(Br)cc(S(=O)(=O)NCc3ccccn3)c21	-2	-6	-2	3	18	-3	3	4	-50
CC(=O)NCCn1c(SCC(=O)NCc2ccco2)nc2ccccc2c1=O	3	13	8	5	7	8	14	6	12
CN1CCN(CCN2CCn3c2nc2ccccc23)CC1	1	?	-6	7	8	-1	4	5	-68

Screens: PubChem BioAssay, PCMD
